M4 antag – blocks acetylcholine activation of human M4 receptor; CHO-hM4 cells, ACh EC80, Fluo-8 calcium fluorescence; inhibition, % at 3 µM; 0.73% of 360,000 active; AID 624125;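 active = inhibition above its plate's cutoff, the mean inhibition of sample wells plus 3 SD, cut at about 27% in these data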;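 also: 0% = acetylcholine EC80 with DMSO and 100% = DMSO without agonist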
Target sequence (P08173 whole entry, looked up): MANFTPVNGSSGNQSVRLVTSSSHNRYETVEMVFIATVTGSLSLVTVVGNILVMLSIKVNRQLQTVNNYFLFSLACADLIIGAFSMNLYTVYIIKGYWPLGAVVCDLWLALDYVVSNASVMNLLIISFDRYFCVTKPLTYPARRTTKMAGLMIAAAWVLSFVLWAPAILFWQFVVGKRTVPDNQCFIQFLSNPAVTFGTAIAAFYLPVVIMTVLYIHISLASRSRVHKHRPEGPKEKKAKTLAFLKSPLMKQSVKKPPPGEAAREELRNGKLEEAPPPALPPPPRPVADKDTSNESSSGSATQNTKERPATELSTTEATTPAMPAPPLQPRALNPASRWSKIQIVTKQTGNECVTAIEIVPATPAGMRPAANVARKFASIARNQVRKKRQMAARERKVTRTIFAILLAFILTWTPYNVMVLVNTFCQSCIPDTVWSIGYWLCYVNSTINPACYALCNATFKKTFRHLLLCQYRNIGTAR
CHRM1 PAM – potentiates human M1 receptor response to acetylcholine | activation, % at 3 µM | AID 588819 | 0.088% of 360,000 active | CHO-K1 hM1, Fluo-8 calcium fluorescence, ACh EC20; 0% = ACh EC20, 100% = maximal ACh; in the data active = activation above about 19%, passing the limit was not always enough
Target sequence (P11229 whole entry, looked up): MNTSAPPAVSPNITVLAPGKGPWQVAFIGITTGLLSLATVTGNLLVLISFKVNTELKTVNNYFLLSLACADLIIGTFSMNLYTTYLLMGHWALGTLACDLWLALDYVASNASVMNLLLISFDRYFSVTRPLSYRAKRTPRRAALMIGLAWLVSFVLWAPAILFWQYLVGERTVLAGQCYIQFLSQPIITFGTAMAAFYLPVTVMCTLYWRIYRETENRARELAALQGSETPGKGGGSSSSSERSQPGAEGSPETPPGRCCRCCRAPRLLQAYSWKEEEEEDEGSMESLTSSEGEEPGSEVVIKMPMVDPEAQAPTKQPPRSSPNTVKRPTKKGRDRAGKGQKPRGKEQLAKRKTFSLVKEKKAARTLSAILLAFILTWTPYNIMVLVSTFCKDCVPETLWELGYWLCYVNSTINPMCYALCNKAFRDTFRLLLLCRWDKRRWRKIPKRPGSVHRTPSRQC
CHO-K1 Ca antag – counter-screen for M1 antagonists: effect in parental CHO-K1 cells | ATP-induced calcium, Fluo-8 fluorescence | inhibition, % at 3 µM | 0.6% of 360,000 active | AID 602250;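 active = inhibition above a per-plate cutoff, the plate's mean sample inhibition plus 3 SD, cut at about 24% in these data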;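 also: 0% = DMSO plus EC80 ATP and 100% = DMSO alone without ATP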
M1 antag – blocks human M1 muscarinic receptor. P11229. CHO-K1 hM1, Fluo-8 calcium fluorescence, ACh EC80 antagonist. inhibition, % at 3 µM. 1.3% of 360,000 active;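 active = percent inhibition above its own plate's cutoff, namely the mean of that plate's compound wells plus 3 SD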;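 also: peak over basal fluorescence ratio during 140 s after agonist addition; 0% = ACh EC80 plus DMSO and 100% = DMSO alone without agonist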
CHRM1 agonist – activates human CHRM1 receptor; CHO-K1 hM1, Fluo-8 calcium fluorescence, agonist mode; 0% DMSO, 100% acetylcholine EC100; 0.33% of 360,000 active; P11229; activation, % at 3 µM;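 active = activation above the run's mean compound activation plus 3 SD, cut at about 16% in these data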;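 also: peak over basal fluorescence ratio within a 140 s kinetic read after compound addition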
OXTR potentiator – potentiates the human oxytocin receptor response. 0.061% of 320,000 active. AID 2445. activation, % at 3 µM. CHO-OTR cells, Fluo-8 calcium fluorescence, potentiator mode; 0% = oxytocin EC15, 100% = EC100. P30559;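 active = activation above that plate's cutoff, the mean activation of tested compounds plus 3 SD, cut at about 6.6% in these data, passing the limit was not always enough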;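 also: 100% uses oxytocin at 75 nM as the full agonist control; some results filed as inactive read as strong as hits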
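Assay system: CHO cell line stably expressing human OTR. Reagent: EC15 oxytocin agonist. Dosing: single dose, 3.0 µM nominal final compound concentration. Timing: compound 6 min at room temperature before oxytocin, 100 s read. Signal: kinetic Fluo-8 calcium fluorescence. Controls: oxytocin EC15 low and EC100 high.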
M1 ag parental – M1 agonist counterscreen hit in parental CHO-K1 cells; 0.48% of 360,000 active; Fluo-8 calcium fluorescence; scaled to maximal ATP response, vehicle zero; activation, % at 3 µM; in the data active = activation above about 15%;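 also: untransfected CHO-K1 host cells lacking M1 receptor as counterscreen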
CHO parental Ca – counter-screen for OX1R antagonists: effect in parental CHO cells; parental CHO-K1, ATP-induced calcium, Fluo-8 fluorescence; inhibition, % at 5.6 µM; 0.63% of 330,000 active;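 active = inhibition above that plate's mean sample inhibition plus 3 SD, cut at about 26% in these data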;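 also: 0% = ATP-challenged DMSO wells and 100% = DMSO wells without ATP; some compounds past the cut are filed as inactive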
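material = parental CHO cells | also added = ATP as calcium-mobilizing challenge | dosing = single point at 5.6 µM | detection = intracellular calcium via Fluo-8 no-wash fluorescent dye | read-out = % inhibition | benchmarks = low control ATP plus DMSO, high control DMSO only | repeats = one well per compound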
M4 ag – CHRM4 agonism in calcium assay; 0.14% of 360,000 active; CHO-K1 hM4/Gqi5, Fluo-8 calcium fluorescence; vehicle 0%, full acetylcholine response 100%; P08173; activation, % at 3 µM;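 active = activation above the run mean over all test wells plus 3 SD, cut at about 32% in these data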;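 also: peak over basal fluorescence ratio per well then scaled between controls; 0% = DMSO wells and 100% = acetylcholine at EC100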
The depositor's hits bear a star; nt = not tested or not shown.

SMILES	M4 antag	CHRM1 PAM	CHO-K1 Ca antag	M1 antag	CHRM1 agonist	OXTR potentiator	M1 ag parental	CHO parental Ca	M4 ag
O=C(Nc1ccc(-n2nncc2-c2ccco2)cc1)c1cccc(F)c1	9.6	-5.1	-0.2	7.0	-6.9	-3.9	1.5	-9.1	3.5
COc1ccc(NC(=S)N2CCNC(=O)C2CC(=O)Nc2ccc(C)cc2)cc1 (stereo not given)	1.7	4.2	0.6	-4.8	-5.3	-4.5	-0.2	-5.6	-0.1
CCOC(=O)CCc1c(C)c2ccc(OCc3nn[nH]n3)cc2oc1=O	-12.2	8.7	2.0	-16.1	-2.3	-7.9	0.1	-0.5	0.5
O=C(NCC1CCCO1)/C(=C\c1cccs1)NC(=O)c1ccccc1 (stereo not given)	-0.1	3.2	-5.9	1.8	-2.9	-8.3	0.1	-5.0	0.8
COc1ccccc1C(c1nnnn1CC1CCCO1)N1CCN(c2ccccc2)CC1 (stereo not given)	-1.1	11.2	-4.2	-5.3	-7.0	-0.7	0.5	-8.7	0.7
Cc1cc(-c2ccccc2)nc(Oc2cccc(C(F)(F)F)c2)c1S(C)(=O)=O	-2.2	12.1	-9.9	-27.1	-3.2	-6.6	0.0	-13.1	-0.2
CCOc1ccc2[nH]c(=O)c(C(c3nnnn3C3CCCCC3)N3CCN(CC)CC3)cc2c1 (stereo not given)	-2.5	-20.3	-2.9	22.1*	-6.4	-5.6	3.2	-17.2	-0.1
NC(=O)c1cccc(Nc2nc(C(N)C3CCCCC3)cs2)n1 (stereo not given)	-12.4	14.5	-16.0	-27.4	-1.1	nt	0.3	nt	1.3
CC(C)(c1ccccc1)c1ccc(OCC(O)CN2CCCC2)cc1 (stereo not given)	6.3	-8.1	-6.7	-3.5	-6.4	-16.2	5.1	-9.0	7.5
O=C(CN(c1ccc(F)cc1)S(=O)(=O)c1ccc2c(c1)OCCO2)NCc1ccccn1	5.0	5.0	8.3	-1.5	-6.2	-5.7	1.2	-17.0	-0.2
Cc1ccccc1C(=O)NNC(=S)NC(=O)c1cccs1	8.9	-15.3	2.4	12.5	51.1*	-8.7	36.6*	20.9	39.1*
Cc1ccc(C(=O)/C=C2\NCCNC2=O)cc1	-14.5	-0.2	-8.7	-19.9	-2.3	-6.1	0.0	-9.1	1.0
CCCCC#Cc1cncc(C(=O)N/N=C/c2cccc(OC)c2)c1	-10.3	4.0	-25.4	-18.8	-5.7	2.5	1.3	-18.5	1.8
COc1cccc(CN2CCN(C(=O)c3ccc(-c4ccccc4)cc3)CC2)c1	-3.5	-3.1	5.2	9.5	-3.9	-10.0	15.6*	-11.4	3.2
COc1ccc(S(=O)(=O)N2CCC3(CC2)OCCN3S(=O)(=O)c2cccs2)cc1	-0.6	4.9	1.0	-5.3	3.5	-15.6	4.8	-18.3	8.8
O=C(O)Cn1c(-c2ccccn2)nc2ccccc21	-8.7	2.6	-13.8	-10.4	0.3	-0.6	-0.2	-4.8	1.2
COc1cc(/C(C)=N/NC(=O)CSc2nnc(C)s2)ccc1O	-5.3	4.9	-3.2	-25.7	1.0	-14.0	0.5	-9.2	0.4
O=C(Nc1cccc(Cl)c1N1CCCC1)c1ccco1	5.2	2.8	-14.2	3.9	-4.5	-4.9	0.1	-30.7	-0.7
COc1cc(-c2cc(O)c(-c3ccc4ccccc4n3)c(=O)[nH]2)cc(OC)c1OC	-7.9	-6.5	-10.7	6.3	0.3	nt	4.9	nt	16.3
CCN(CC(=O)Nc1c(F)cccc1F)C(=O)C1CCN(S(=O)(=O)c2ccc(C)cc2C)CC1	3.6	10.2	0.0	-15.4	-2.1	-5.1	2.5	-8.3	7.9
CCCC(NC(=O)c1ccccc1)c1nc2ccccc2n1Cc1ccc(C(=O)OC)o1 (stereo not given)	2.2	-1.1	-6.4	2.4	-3.9	4.8	0.3	-18.1	0.7
Cc1ccc(S(=O)(=O)N2CCC(=O)N(C(COCc3cccc(Cl)c3)Cc3ccccc3)CC2)cc1 (stereo not given)	3.7	-1.3	-13.8	5.5	-5.4	-4.4	0.2	-16.5	9.1
Cc1nn(-c2cc(N3CCCC3)ccc2[N+](=O)[O-])c(=O)c2ccccc12	2.5	1.7	11.1	-18.9	-6.2	-1.7	0.0	-22.0	0.1
O=C1NCCCN1Cc1ccc(F)cc1Cl	6.8	4.2	-14.2	-9.5	-3.3	nt	0.3	nt	1.1
CC(C)(C)NC(=O)C1Cc2ccccc2CN1S(=O)(=O)c1ccc(F)cc1 (stereo not given)	5.9	4.0	-11.5	-5.3	-9.6	1.5	0.0	-24.6	1.0
Cc1cccc(C(=O)OCC(=O)Nc2ccc3c(c2)OCCO3)c1	6.2	7.4	-14.0	-14.9	-4.8	0.5	1.2	-10.9	2.2
O=[n+]1c2c(n([O-])c3cc(Br)ccc31)CCCC2	10.9	7.3	-7.9	-2.1	-8.8	-1.3	0.4	-11.1	0.8
OC[C@@H]1CN(Cc2ccccc2)C[C@H](n2cnc3c(N4CCOCC4)ncnc32)O1	-1.5	6.6	-13.7	-21.9	-0.5	nt	0.5	nt	1.2
O=C(Nc1cc(C(F)(F)F)ccc1N1CCOCC1)c1cn2ccccc2n1	10.1	1.6	-0.2	3.5	-3.1	-6.1	0.1	-5.8	-0.6
COc1ccc(C(=O)NCc2nnc(SCC(=O)N3CCCCC3)o2)cc1OC	1.7	5.6	-9.2	-28.6	-2.7	-4.5	0.2	-0.9	-0.1
O=C(CCNC(=O)c1ccccc1)NCCCc1ccccc1	12.2	10.6	4.7	-10.2	-3.7	-6.9	0.3	-4.3	0.8
CC12CCC(=O)N1C(C(=O)N1CCN(c3ccc([N+](=O)[O-])cc3)CC1)CS2 (stereo not given)	-3.8	5.0	-10.2	-7.3	1.8	-10.4	1.1	-3.3	5.5
COc1ccc(N2CCN(c3ncnc4scc(-c5ccccc5)c34)CC2)cc1	-8.4	2.0	-10.4	-4.7	-4.5	-22.4	0.8	-16.9	1.5
O=C(c1ccccc1)N1CCCCC(Sc2nnc3ccccn23)C1=O (stereo not given)	-1.8	-6.2	-25.1	2.6	-12.1	-6.5	0.5	-10.1	1.3
O=C(CN1CCOCC1)Nc1ccccc1Sc1ccc(Cl)cc1	-5.6	-14.4	8.1	22.4*	-7.0	0.3	4.5	-20.7	8.4
COC(=O)CSc1nc2ccccc2c(=O)n1C	-9.7	6.0	-9.4	-7.5	-0.2	-3.2	0.7	-11.2	2.2

With a hit mark in M4 ag, of those listed so far:
| Structure | M4 antag | CHRM1 PAM | M1 antag | CHRM1 agonist | OXTR potentiator | M4 ag |
| --- | --- | --- | --- | --- | --- | --- |
| Cc1ccccc1C(=O)NNC(=S)NC(=O)c1cccs1 | 8.9 | -15.3 | 12.5 | 51.1* | -8.7 | 39.1* |

Profiles, quoted from the list.
`O=C(Nc1cc(C(F)(F)F)ccc1N1CCOCC1)c1cn2ccccc2n1` in the list: M4 antag = 10.1; CHRM1 PAM = 1.6; CHO-K1 Ca antag = -0.2; M1 antag = 3.5; CHRM1 agonist = -3.1; OXTR potentiator = -6.1; M1 ag parental = 0.1; CHO parental Ca = -5.8; M4 ag = -0.6
`O=C(c1ccccc1)N1CCCCC(Sc2nnc3ccccn23)C1=O` (stereo not given) in the list: M4 antag = -1.8; CHRM1 PAM = -6.2; CHO-K1 Ca antag = -25.1; M1 antag = 2.6; CHRM1 agonist = -12.1; OXTR potentiator = -6.5; M1 ag parental = 0.5; CHO parental Ca = -10.1; M4 ag = 1.3
`Cc1cccc(C(=O)OCC(=O)Nc2ccc3c(c2)OCCO3)c1` in the list: M4 antag = 6.2; CHRM1 PAM = 7.4; CHO-K1 Ca antag = -14.0; M1 antag = -14.9; CHRM1 agonist = -4.8; OXTR potentiator = 0.5; M1 ag parental = 1.2; CHO parental Ca = -10.9; M4 ag = 2.2

(listing goes on)
SMILES	M4 antag	CHRM1 PAM	CHO-K1 Ca antag	M1 antag	CHRM1 agonist	OXTR potentiator	M1 ag parental	CHO parental Ca	M4 ag
CC(=C\c1ccccc1)/C=C1/SC(=S)N(C(C(=O)O)C(C)C)C1=O (stereo not given)	5.1	11.0	-1.9	-5.5	-9.7	nt	0.2	nt	0.3
COc1ccc(/C=C/C(=O)N(C)c2ccccc2C(=O)O)cc1	0.8	3.8	-8.9	-6.5	-2.0	-4.1	0.1	-8.4	2.7
Cc1ccccc1C(=O)OC(C)CN1CCN(C)CC1 (stereo not given)	8.1	-9.5	-1.7	15.2	-8.8	-8.9	0.8	-8.9	0.4
COc1ccc(S(=O)(=O)N2CCOC2CNC(=O)C(=O)NCc2ccc(F)cc2)cc1OC (stereo not given)	-8.8	3.6	-8.5	-6.1	-3.1	-8.5	2.1	-8.3	5.0
O=C(CSc1nnc(CNC(=O)c2cccs2)o1)Nc1ccc(Br)cc1	-7.0	-3.8	-10.8	10.3	-0.9	-5.3	7.6	-16.2	7.8
NC(=O)CSc1oc(-c2ccco2)nc1S(=O)(=O)c1ccc(Br)cc1	9.8	7.8	-6.0	-8.3	-4.8	-8.0	0.9	-5.3	1.4
CC(C)(C)NC(=O)CCN1CCOCC1	-0.3	5.4	2.5	1.8	-3.9	-3.7	-0.1	-7.5	0.1
C=CCn1c(SCC(=O)Nc2sc3c(c2C#N)CCC3)nnc1C1COc2ccccc2O1 (stereo not given)	5.4	1.5	-8.8	-22.1	-1.3	-4.2	0.2	-31.4	1.0
COc1ccccc1C(=O)NNC(=O)c1ccc(F)cc1	8.4	0.2	9.3	1.7	-2.5	0.2	0.0	-5.5	1.1
O=C(NCC(c1cccs1)N1CCOCC1)c1ccc(OCc2ccccc2)cc1 (stereo not given)	-14.8	7.7	-13.9	-9.8	-6.7	1.3	1.8	-16.2	5.1
CCc1cc(C(=O)Nc2ncccc2O)sc1C	-4.3	4.2	-6.2	-1.5	-2.6	3.0	1.3	-10.7	0.3
COc1cccc(C(=O)Nc2cccnc2)c1OC	-0.1	-1.4	-8.4	5.3	-3.9	2.5	1.8	30.7	3.6
C=CC[C@@H](CC(=O)OC(C)(C)C)C(=O)OC[C@@H]1CCCN1C(=O)[C@@H](CC=C)CC(=O)N[C@H](CO)Cc1ccccc1	0.2	-2.4	-7.1	-2.0	-5.8	-6.8	0.3	-36.4	3.3
Nc1nnc(Cc2ccc(Cl)c(Cl)c2)s1	6.1	15.3	9.2	-14.0	-1.6	2.6	0.8	-5.5	1.6
CC(=O)Nc1ccc(S(=O)(=O)Nc2ccccc2N2CCOCC2)cc1Cl	7.9	1.8	1.5	-0.4	-1.0	-4.6	1.7	-13.0	2.9
CCOc1ccc(C(=O)NCc2ccncc2)cc1	-8.9	0.5	1.3	-16.7	-1.9	-9.2	0.2	-2.7	0.9
COc1ccc(S(=O)(=O)NCc2ccco2)cc1C(=O)N1CCCCC1	-5.3	-2.0	-6.0	2.7	-2.9	-1.9	0.7	4.6	0.1
O=C(Cc1cccs1)N/N=C/C=C\c1ccco1	-0.3	2.6	-9.0	-0.5	-4.3	-15.6	0.1	-5.6	0.9
CC(C)(C)c1ccc(C(=O)NCCc2ccccc2)cc1	-18.8	9.6	-18.7	-21.9	-9.4	-5.5	1.4	-5.0	1.1
CN(C(=O)c1ccccc1-c1ccccc1C(=O)O)c1ccccc1	-1.9	3.7	1.0	-10.2	-2.5	-6.2	-0.3	7.5	0.5
